# Assay outcomes as filed in PubChem BioAssay.
# GLP1R inv ag = acts as inverse agonist at human GLP-1 receptor; P43220; HEK293 GLP-1R CRE-luciferase, luminescence, 24 h; GLP-1R form is constitutively active; Potency, µM (series often up to 38.3 µM), for the others: at the top dose activity change, negative = inhibition, usual class: inhibitors; 410,000 tested, 1.6% active; further: potency means the concentration at half of the fitted maximal effect; on the % scale 0 is the no-effect control and ±100 the full control effect; nearly all actives have a fitted effect of over 55% in size
# Target sequence (P43220 whole entry, looked up): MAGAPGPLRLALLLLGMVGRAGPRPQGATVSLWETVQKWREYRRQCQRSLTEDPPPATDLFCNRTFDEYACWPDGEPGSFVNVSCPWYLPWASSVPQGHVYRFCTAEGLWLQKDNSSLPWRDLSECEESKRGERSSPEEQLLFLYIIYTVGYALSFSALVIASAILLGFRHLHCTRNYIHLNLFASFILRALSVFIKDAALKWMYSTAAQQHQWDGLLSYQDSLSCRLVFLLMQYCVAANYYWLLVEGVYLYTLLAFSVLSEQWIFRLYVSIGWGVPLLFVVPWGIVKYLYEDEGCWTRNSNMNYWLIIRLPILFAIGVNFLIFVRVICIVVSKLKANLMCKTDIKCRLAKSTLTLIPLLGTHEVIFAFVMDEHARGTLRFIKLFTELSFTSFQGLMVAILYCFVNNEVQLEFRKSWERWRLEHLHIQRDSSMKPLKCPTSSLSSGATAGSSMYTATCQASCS
#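 Inverse agonists were sought by their lowering of basal cAMP reporter luciferase output in HEK293 cells stably carrying constitutively active human GLP-1R, after 24 h compound treatment.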
# IL-2 act = IL-2 activation; IL-2 activation reporter assay, cell-based qHTS; stimulated with anti-CD3/CD4/CD28 beads; in transgenic mouse T cells; activation, % (series mostly up to about 46 µM); 360,000 tested, 0.065% active; AID 652025; in the data active means activation above about 50%; inconclusive means mostly about 30% to 49%; further: 0% is about no effect
#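 Readout is EGFP and DsRed signal by fluorescent plate cytometry after 18 h at 37 degrees C. Transgenic mouse T cells (750/well) received compound for 60 min before bead stimulation (anti-CD3, anti-CD4, anti-CD28); memory T cells served as non-tolerant control.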
# PLK1 PBD block = blocks phosphopeptide binding to human PLK1 polo-box domain; P53350; 360,000 tested, 2.8% active; Potency, µM, without a hit: max response, negative = inhibition, actives largely listed as inhibitors; AID 720504; Plk1 PBD binding of FITC phosphopeptide, fluorescence polarization; further: potency means the concentration at half of the fitted maximal effect; series mostly up to about 57 µM; on the % scale 0 is the no-effect control and ±100 the full control effect; nearly all actives have a fitted effect of over 65% in size
# Target sequence (P53350 whole entry, looked up, the tested form may be a part): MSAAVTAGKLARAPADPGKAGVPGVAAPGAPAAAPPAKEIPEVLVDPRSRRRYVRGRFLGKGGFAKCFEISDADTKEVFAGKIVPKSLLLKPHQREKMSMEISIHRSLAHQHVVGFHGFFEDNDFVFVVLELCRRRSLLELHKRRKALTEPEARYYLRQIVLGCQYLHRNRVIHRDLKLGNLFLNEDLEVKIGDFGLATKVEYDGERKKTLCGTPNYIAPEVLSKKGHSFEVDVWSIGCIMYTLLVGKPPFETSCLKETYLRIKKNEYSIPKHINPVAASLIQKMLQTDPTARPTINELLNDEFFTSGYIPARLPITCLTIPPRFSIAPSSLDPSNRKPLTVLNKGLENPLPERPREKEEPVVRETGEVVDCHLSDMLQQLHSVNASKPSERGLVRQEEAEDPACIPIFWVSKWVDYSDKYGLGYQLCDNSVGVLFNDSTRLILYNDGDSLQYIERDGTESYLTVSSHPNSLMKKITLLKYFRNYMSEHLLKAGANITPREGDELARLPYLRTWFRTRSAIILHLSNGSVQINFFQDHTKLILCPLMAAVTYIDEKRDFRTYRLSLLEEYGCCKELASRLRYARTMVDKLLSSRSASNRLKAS
# EPAC1 ag = EPAC1 (human) agonism; O95398; EPAC1 agonist qHTS, biochemical assay; response scale: 100% = response to 6.5 mM cAMP; Potency, µM (top dose mostly 154 µM), inactives show top-dose activation, most hits filed as activators; 360,000 tested, 0.073% active; further: potency means the concentration at half of the fitted maximal effect; nearly all actives have a fitted effect of over 60% in size
#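 EPAC1 100 nM, Rap1B–BODIPY-GDP 250 nM, unlabeled GDP 50 uM; compound titration; 5 min RT; kinetic read ex480/em540 at 5-min intervals ×30 min; data normalized to 6.5 mM cAMP agonist control.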
# PI5P4Ka inh = blocks human PI5P4K alpha kinase activity; P48426; PI5P4Kalpha enzyme, ADP-Glo luminescence, 60 min; stronger effect = lower value; 330,000 tested, 1.2% active; max response, %; AID 652105; active means max response of -50% or lower; inconclusive means between -30% and -50%; inactive means -30% or higher; further: value at the top dose of about 77 µM; on the % scale 0 is the no-effect control and ±100 the full control effect
#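 Enzyme plus substrate dispensed, test compounds pinned in, then ATP (5 microM final) added. After 60 min at RT, ADP-Glo reagent 1 for 45 min and reagent 2 for 30 min preceded luminescence imaging.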
# GLP1R ag = activates the human GLP-1 receptor. P43220. HEK293 GLP-1R CRE-luciferase, luminescence, 4-6 h; cells express a hypersensitive GLP-1R form. Potency, µM (top dose mostly 45.6 µM), for the others: at the highest dose activation, usual class: activators. 380,000 tested, 0.007% active; further: potency means the concentration at half of the fitted maximal effect; % of control where 0% means no effect
# EPAC1 antag = antagonists of human EPAC1; O95398; EPAC1 GEF assay, Rap1b-BODIPY-GDP exchange fluorescence; Potency, µM (top dose mostly 115 µM), without a hit: at the highest dose activity change, negative = inhibition, usual class: inhibitors; 360,000 tested, 0.14% active; AID 720709;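 further: potency means the concentration at half of the fitted maximal effect; plate controls were vehicle for no effect and positive control for full effect; nearly all actives have a fitted effect of over 50% in size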
# HEK293 tox = cytotoxicity counter-screen for GLP-1 receptor inverse agonists. Potency, µM (top dose mostly 38.3 µM), inactives show top-dose activity change, negative = inhibition, usual class: inhibitors. HEK293 cAMP-luciferase reporter cells, luminescence, 24 h. 410,000 tested, 0.13% active;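 further: loss of luciferase light is scored as toxicity; potency means the concentration at half of the fitted maximal effect; on the % scale 0 is the no-effect control and ±100 the full control effect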
#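 Here, cytotoxicity is scored as loss of luminescence. The MLSMR collection was tested on cells seeded in medium containing 10% Nu serum, with a 24 hr compound exposure preceded by 12 hours of culture.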
# PTHR1 agonist = PTHR1 (human) receptor agonism; 410,000 tested, 0.075% active; HEK293 GP2 PTHR1 cells, GloSensor cAMP luminescence, 1 h; AID 743266; Potency, µM (highest dose often 115 µM), for the others: at the highest dose activation, actives largely listed as activators; further: potency means the concentration at half of the fitted maximal effect; nearly all actives have a fitted effect of over 55% in size; some results filed as inactive show a strong effect at the top dose; inactives centre near -15; many of its hits are not listed in these tables
#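 HEK-293-derived GP2 cells expressing PTHR1 and a GloSensor cAMP reporter, 3,000/well, plated overnight, given luciferin plus IBMX (each 0.5 mM as added) for 1 h at 37 °C, then compound for 1 h at 37 °C. Luminescence was read after 15 min at room temperature.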
# The depositor's hits bear a star; i = inactive; ? = inconclusive; . = not tested or not shown; & = joins results of further samples; [ ] = dose if it differs, or a comment. Unless noted, the call rests on the fitted dose curve; in most records, active means well fitted curve in the direction sought with a large enough effect; inconclusive means small, poorly fitted or top-dose-only effect, or another doubt; inactive means no such curve, though single readings can be large; an effect the other way counts as inactive or inconclusive.
smiles,GLP1R inv ag,IL-2 act,PLK1 PBD block,EPAC1 ag,PI5P4Ka inh,GLP1R ag,EPAC1 antag,HEK293 tox,PTHR1 agonist
[O-]/[N+](=C\c1ccncc1)c1ccccc1,-1%,0.0,-11%,-8%,7,-9%,1%,14%,-2%
OCC1CCCN(c2ncnc3scc(-c4ccccc4)c23)C1 (stereo not drawn),-1%,0.4,7%,6%,-28,-1%,-5%,11%,-29%
Cc1cccc(S(=O)(=O)Nc2ccc(-c3nc4ccc(C)cc4s3)cc2)c1,8%,-1.4,-7%,25%,10,1%,-27%,101%[activator],i
COc1ccc(NC(=O)C2(C)Cc3c(-c4cccc(NC(C)=O)c4)ccnc3O2)cn1 (stereo not drawn),1.1µM*,-0.4,1%,-5%,0,24%,0%,?,-51%[inhibitor]
COc1ccccc1NC(=O)C1=C(C)Nc2nc(SCc3ccccc3)nn2C1c1ccccn1 (stereo not drawn),16%,.,.,.,.,1%,.,-5%,i
COc1ccc(S(=O)(=O)N2CCOCC2)cc1C(=O)NCc1c(C)nn(Cc2ccccc2)c1C,-2%,-2.1,4%,-2%,-1,4%,5%,1%,-2%
CC1(C)CC(=O)C=C(NC2=CC3OC(c4ccccc4)OCC3OC2=O)C1 (stereo not drawn),?,-0.9,-15%,2%,0,-55%[inhibitor],12%,?,-35%[inhibitor]
CCCC(=O)c1c[nH]c(C(=O)NCCCN2CCOCC2)c1,32%[activator],-0.7,-4%,-3%,4,0%,-15%,71%[activator],2%[57.5 µM]
CCOC(=O)C1=C(CN2CCN(C(=O)c3ccco3)CC2)NC(=O)NC1c1ccc(Cl)cc1 (stereo not drawn),-21%,-1.0,-6%,-2%,1,4%,5%,-5%,-21%
CCCCNC(=O)C1CCN(c2nc(OC)nc(OC)n2)CC1,-2%,-2.7,-3%,6%,.,8%,4%,3%,-18%[57.5 µM]
CCN1C(=O)[C@H]2[C@@H](c3ccc(C)cc3)N3C(=O)N(c4ccc(C)cc4)C(=O)[C@@]3(CC)[C@H]2C1=O,15%,-0.2,-12%,10%,-6,-1%,1%,-17%,-35%[inhibitor]
CC1CCC2(CC1)NC(=O)N(CC(=O)N1CCN(c3ccccc3)CC1)C2=O (stereo not drawn),-10%,1.6,-9%,15%,0,3%,-16%,-9%,-15%
COc1ccc(CNC(=O)CCS(=O)(=O)c2ccc3c(c2)CC(C)N3C(=O)C2CC2)cc1 (stereo not drawn),?,-1.9,-12%,5%,0,-3%,-25%,?,-26%&-15%
COc1ccc(-c2cnn(C3CCS(=O)(=O)C3)c2N)cc1 (stereo not drawn),1%,-0.1,-1%,-4%,-2,-7%,-3%,-4%,-7%[57.5 µM]
CCCCNC(=O)/C=C/c1ccc(OC)c(Br)c1,14%,1.5,-11%,12%,.,9%,1%,3%,-4%
COc1ccc(S(=O)(=O)NCC2CCCN(C(=O)c3cccnc3)C2)cc1 (stereo not drawn),7%,-5.2,-14%,5%,1,5%,15%,18%,i
Cc1cccc(N(CC(=O)NCc2ccc3c(c2)OCO3)C(=O)CCC(=O)Nc2ccccn2)c1,-17%,1.1,-3%,-9%,-5,-1%,0%,-30%,-8%
CC(C)C(=O)NCCc1nc2ccccc2n1C,7%,-1.3,-3%,-8%,-3,-3%,4%,3%,i
Cc1nc(-c2ccccc2)sc1C1(C)CC(c2cccc(F)c2)=NO1 (stereo not drawn),13%,1.6,-8%,2%,2,1%,2%,16%,-9%
Cc1noc2c1C(c1ccc(N(C)C)cc1)C1=C(CC(C)(C)CC1=O)N2 (stereo not drawn),0%,0.7,1%,-4%,.,11%,-3%,-8%,i
Cc1cccc(N(CC(=O)NCc2ccco2)C(=O)CCC(=O)Nc2ccccn2)c1C,6%,0.1,-13%,1%,-3,10%,-10%,0%,i
O=C1NCCN(Cc2ccc(F)cc2)C1CC(=O)N1CC=C(c2ccccc2)CC1 (stereo not drawn),30%,1.1,-20%,0%,5,17%,?,0%,-15%
CC(C)OC(=O)C(=O)NNc1ccccc1,?,0.6,4%,1%,0,5%,-5%,-20%,i
COc1ccccc1NC(=S)NCc1ccccc1,-16%,-2.6,0%,-1%,-1,32%,10%,-10%,i
Cc1cccc(CN2CCN(C3CN(Cc4cn(Cc5cccc(C(F)(F)F)c5)nn4)S(=O)(=O)C3)CC2)c1 (stereo not drawn),-11%,-0.7,-12%,-1%,-1,3%,-7%,-2%,-76%[inhibitor]
O=C1CC(c2ccc(Cl)cc2)n2nc(N3C(=O)c4ccccc4C3=O)nc2N1 (stereo not drawn),7%,0.2,-4%,-8%,6,-18%,-14%,-3%,i
OC(CSc1c(Cl)cccc1Cl)CN1CCN(c2ccccc2F)CC1 (stereo not drawn),?,-1.4,0%,16%,.,21%,-2%,-18%,-22%
O=C1CN(c2nc(-c3cccs3)nc3sc4c(c23)CCCC4)CCN1,?,-2.5,27µM*,9%,-4,18%,-26%,-21%,-47%
COC(=O)/C(=N/Nc1ccccc1C)Sc1nnc(C(O)c2ccccc2)n1-c1ccccc1 (stereo not drawn),-30%,2.2,-10%,7%,-19,5%,-8%,-16%,i
Cc1cc(NC(=O)CSc2nnc(-c3ccc([N+](=O)[O-])cc3)o2)no1,3%,-4.3,-12%,19%,-1,1%,8%,-36%,i
O=C(COC(=O)CCN1C(=O)c2cccc([N+](=O)[O-])c2C1=O)NC1CCS(=O)(=O)C1 (stereo not drawn),37%[activator],0.2,-15%,2%,-6,-3%,-13%,1%,-22%
NC(=O)c1ccc(NC(=O)CCN2C(=O)c3ccccc3C2=O)cc1,11%,-4.6,-4%,-6%,0,0%,-26%,5%,-21%
COc1ccccc1CN1[C@@H](CC(=O)O)c2cc(F)ccc2S1(=O)=O,-3%,-0.2,-17%,7%,2,-4%,-2%,3%,15%
Cc1ccc(-n2c(N)c(C(=O)NCc3cccnc3)sc2=S)cc1,1%,-2.8,28µM*,-16%,-2,-3%,-2%,2%,-38%
O=C(c1cccnc1Nc1ccc2c(c1)CCC2)N1CCOCC1,6%,-1.9,2%,-11%,.,-3%,-11%,-3%,i
CC(=O)NC(Cc1ccccc1)C(=O)OCC(=O)c1ccc(Br)cc1 (stereo not drawn),21%,-0.9,-7%,-5%,2,0%,-6%,-7%,i
O=C(CCC1CCCN(Cc2ccc3c(c2)OCCO3)C1)NCc1ccccc1F (stereo not drawn),-7%,-2.2,-5%,8%,1,-3%,11%,-6%,i
COCCN1C=C(C(=O)OC)C(c2ccc(Cl)cc2)C(C(=O)OC)=C1,?,-3.3,1%,-10%,10,18%,-29%,469%[activator],-11%
CCOC(=O)C1=C(O)C(=O)N(Cc2ccccc2)CC1,30%[activator],-2.7,-11%,-6%,0,6%,-8%,-1%,i
O=C1c2ccccc2-c2onc3ccc(NCCCn4ccnc4)c1c23,-13%,3.8,1.5µM*,100µM*,.,19%,335%[activator],13µM*,-5%

# Profiles, looked up by structure. Screens in order: GLP1R inv ag | IL-2 act | PLK1 PBD block | EPAC1 ag | PI5P4Ka inh | GLP1R ag | EPAC1 antag | HEK293 tox | PTHR1 agonist
# Shown for O=C1c2ccccc2-c2onc3ccc(NCCCn4ccnc4)c1c23 → -13% | 3.8 | 1.5µM* | 100µM* | . | 19% | 335%[activator] | 13µM* | -5%
# Shown for Cc1ccc(-n2c(N)c(C(=O)NCc3cccnc3)sc2=S)cc1 → 1% | -2.8 | 28µM* | -16% | -2 | -3% | -2% | 2% | -38%
# Shown for CCOC(=O)C1=C(O)C(=O)N(Cc2ccccc2)CC1 → 30%[activator] | -2.7 | -11% | -6% | 0 | 6% | -8% | -1% | i
# Shown for O=C(c1cccnc1Nc1ccc2c(c1)CCC2)N1CCOCC1 → 6% | -1.9 | 2% | -11% | . | -3% | -11% | -3% | i
# Shown for COCCN1C=C(C(=O)OC)C(c2ccc(Cl)cc2)C(C(=O)OC)=C1 → ? | -3.3 | 1% | -10% | 10 | 18% | -29% | 469%[activator] | -11%

# The main list resumes with the 2 entries that preceded the break.
smiles,GLP1R inv ag,IL-2 act,PLK1 PBD block,EPAC1 ag,PI5P4Ka inh,GLP1R ag,EPAC1 antag,HEK293 tox,PTHR1 agonist
CCOC(=O)C1=C(O)C(=O)N(Cc2ccccc2)CC1,30%[activator],-2.7,-11%,-6%,0,6%,-8%,-1%,i
O=C1c2ccccc2-c2onc3ccc(NCCCn4ccnc4)c1c23,-13%,3.8,1.5µM*,100µM*,.,19%,335%[activator],13µM*,-5%
FC(c1nc2ccccc2[nH]1)C(F)(F)F (stereo not drawn),7%,-1.3,-14%,3%,-9,1%,-17%,12%,i
Cn1c(C(=O)O)c(CC(=O)Nc2ccc(F)cc2F)c2ccccc21,-1%,-0.3,-4%,-3%,-1,-2%,-13%,7%,-62%[inhibitor]
CNC(=S)N(CCc1ccc(S(N)(=O)=O)cc1)C1CC(=O)N(c2ccccc2F)C1=O (stereo not drawn),-24%,4.7,?,2%,-5,7%,-2%,-1%,-4%
O=C(NCc1ccco1)c1cnn2c(C(F)F)cc(-c3ccccc3)nc12,29%,-0.4,-13%,-2%,14,-2%,0%,78%[activator],-8%[57.5 µM]
COc1ccc(C(=O)c2ccc(N3CCN(C4CC(=O)NC4=O)CC3)cc2)cc1F (stereo not drawn),10%,-0.5,-2%,3%,6,2%,-5%,-7%,i
O=c1ccnc(NCCc2ccccc2)[nH]1,20%,0.1,3%,-3%,1,2%,-8%,-11%,-10%[57.5 µM]
NS(=O)(=O)c1ccc(CCNC(=O)C2CCN(c3ncnc4c3nc3n4CCCCC3)CC2)cc1,7%&1%,-0.6,6%,-2%,1,-7%,-8%,-13%&-9%,i

# An excerpt; rates above refer to the full screens.
